Compound activity (PubChem BioAssay)
MBNL1-CUG inh: inhibitors of human MBNL1 binding to CUG repeat RNA; Q9NR56; TR-FRET MBNL1-His/biotin-(CUG)12 binding, 665/545 ratio; Potency, µM (series often up to 57.5 µM), without a hit: at the top dose activity change, negative = inhibition, most hits filed as inhibitors; 280,000 tested, 0.036% active; active means well fitted inhibition curve with a large enough effect in the signal ratio, with a control signal flat, not every such curve was filed as active; inconclusive means small, poorly fitted or top-dose-only effect, or effect the other way, or a change in a side signal; inactive means no such curve, though single readings can be large or run the other way; the % refers to the signal ratio; further: potency means the concentration at half of the fitted maximal effect; on the % scale 0 is the no-effect control and ±100 the full control effect
Target sequence (Q9NR56 whole entry, looked up): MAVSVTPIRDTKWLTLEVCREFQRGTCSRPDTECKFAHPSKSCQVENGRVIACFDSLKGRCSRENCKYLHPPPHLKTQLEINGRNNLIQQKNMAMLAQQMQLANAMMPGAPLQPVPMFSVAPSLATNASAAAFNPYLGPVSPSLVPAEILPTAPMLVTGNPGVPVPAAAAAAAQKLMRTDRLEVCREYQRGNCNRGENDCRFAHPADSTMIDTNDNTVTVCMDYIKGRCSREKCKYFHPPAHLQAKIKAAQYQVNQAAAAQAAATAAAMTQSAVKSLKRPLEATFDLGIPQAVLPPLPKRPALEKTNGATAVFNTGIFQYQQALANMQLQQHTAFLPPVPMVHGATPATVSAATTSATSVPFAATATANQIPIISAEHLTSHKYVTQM
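TR-FRET between His-tagged MBNL1 and biotin-(CUG)12 RNA, detected with Tb anti-His antibody (0.055 ng/ul) and streptavidin-XL665 (5 nM), 60 min at room temperature. Compounds titrated 92 nM to 58 uM; 665/545 nm ratio normalized to buffer and complex controls.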
GALK inh: blocks human galactokinase activity. P51570. Purified GALK, Kinase-Glo residual ATP luminescence. Potency, µM (highest dose often 57.5 µM), inactives show top-dose activity change, negative = inhibition, most hits filed as inhibitors. 270,000 tested, 0.007% active. AID 1868; further: potency means the concentration at half of the fitted maximal effect; on the % scale 0 is the no-effect control and ±100 the full control effect
Target sequence (P51570 whole entry, looked up): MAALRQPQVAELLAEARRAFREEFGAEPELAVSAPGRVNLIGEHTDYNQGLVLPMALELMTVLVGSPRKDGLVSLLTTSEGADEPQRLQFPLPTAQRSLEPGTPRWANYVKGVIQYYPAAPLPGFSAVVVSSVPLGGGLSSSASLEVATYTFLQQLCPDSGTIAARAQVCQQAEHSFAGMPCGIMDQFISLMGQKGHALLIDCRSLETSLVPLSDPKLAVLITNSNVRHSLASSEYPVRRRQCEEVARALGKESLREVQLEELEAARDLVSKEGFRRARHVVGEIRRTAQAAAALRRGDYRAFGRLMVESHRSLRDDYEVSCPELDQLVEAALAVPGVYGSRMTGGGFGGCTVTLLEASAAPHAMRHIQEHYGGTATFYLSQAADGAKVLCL
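Human GALK (5 nM) with 35 uM ATP and 100 uM galactose in 20 mM HEPES pH 8.0, 5 mM MgCl2, 60 mM NaCl, 1 mM DTT, 0.01% BSA. After 1 h at room temperature, leftover ATP was read by Kinase-Glo Plus luminescence.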
MLL CXXC-DNA inh: blocks binding of human MLL CXXC domain to DNA; Q03164; MLL-CXXC / FITC-HOXA9 DNA fluorescence polarization; Potency, µM (series often up to 115 µM), without a hit: at the top dose activity change, negative = inhibition, usual class: inhibitors; 290,000 tested, 0.037% active; active means well fitted inhibition curve with a large enough effect in the polarisation, with a control signal flat, not every such curve was filed as active; inconclusive means small, poorly fitted or top-dose-only effect, or effect the other way, or a change in a side signal; inactive means no such curve, though single readings can be large or run the other way; the % refers to the polarisation; further: potency means the concentration at half of the fitted maximal effect
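Fluorescence polarization: 7 uM MLL-CXXC (stock) preincubated 5 min with compounds, then 50 nM fluorescein-HOX-A9 DNA (stock) added; 30 min ambient. Buffer 50 mM Tris-HCl pH 7.5, 50 mM NaCl, 1 mM DTT, 0.05% BSA.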
a7 integrin act: activates integrin-mediated alleviation for muscular dystrophy | alpha7betagal myoblasts, beta-gal FDG fluorescence, 48 h | Potency, µM (highest dose often 38.3 µM), for inactives: top-dose activation, hits mostly activators | 350,000 tested, 0.064% active;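 further: potency means the concentration at half of the fitted maximal effect; 100% = response of the positive control SU9516; nearly all actives have a fitted effect of over 60% in size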
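Alpha7betagal+/- myoblasts (passage 13) were plated 16-24 hr, then exposed to compounds (1:260 dilution of DMSO stock) for 48 hours at 37C. After MPER lysis, β-galactosidase reporter activity was read as FDG fluorescence (ex 480/em 540) after 30 minutes.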
ASM inhibitor: blocks human secretory acid sphingomyelinase | placental ASM, HMU-PC fluorogenic substrate, 60 min | Potency, µM (series often up to 57.5 µM), inactives show at the top dose activity change, negative = inhibition, usual class: inhibitors | 340,000 tested, 0.006% active | P17405; further: potency means the concentration at half of the fitted maximal effect
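Human placenta-derived ASM enzyme was preincubated with compound for 10 minutes at room temperature, then given fluorogenic substrate HMU-PC0 (9 uM final) for 60 minutes at 37 °C; a pH 10 stop preceded fluorescence reading at Ex 386/Em 447 nm.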
AT treatment: potential ataxia-telangiectasia treatments restoring KAP-1 phosphorylation; […] A-T fibroblasts, KAP-1 phosphorylation AlphaLISA; neocarzinostatin DNA damage 30 min before lysis; Potency, µM (highest dose often 57.5 µM), without a hit: at the top dose activation, most hits filed as activators; 320,000 tested, 0.19% active; further: potency means the concentration at half of the fitted maximal effect; % of control where 0% means no effect; nearly all actives have a fitted effect of over 45% in size
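hTERT-immortalized A-T patient fibroblasts ([…]), 500 cells/well in OPTI-MEM, 1% FBS, got compounds for 60 min, then NCS for 30 min at 37C. Lysates were then assayed for phospho-KAP-1 by AlphaLISA (anti-pKAP1 donor, anti-KAP1 acceptor beads), 6 hr at 25C.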
Coupling enz: coupling enzyme interference in Giardia aldolase counter-screen | coupling enzyme system counterscreen, AmpLite Red fluorescence | activity change, negative = inhibition, % at 58.2 µM, hits read low | 290,000 tested, 0.67% active; in the data active means activity change below about -30%; further: on the % scale 0 is the no-effect control and ±100 the full control effect
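Compounds tested against the coupling enzymes alone at 57.5 uM final; readout was AmpLite Red fluorescence (525/598 nm) after 20 min at RT.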
hERG WT inh: KCNH2 (human, wildtype) channel inhibition; U2OS, BacMam KCNH2, thallium flux FluxOr; stronger effect = lower value; activity change, % at 1.84 µM; 340,000 tested, 0.37% active;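 active means maximum activity change below -70%; inconclusive means maximum activity change between -70% and -50%; inactive means maximum activity change above -50%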; further: on the % scale 0 is the no-effect control and ±100 the full control effect
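U2OS cells were transduced with wild-type KCNH2 virus (2.03 x 10^8 / mL) for 4 h at room temperature, then cultured overnight at 37 C. Thallium flux was read with FluxOr dye. Rate constants were normalized to DMSO controls.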
KCNH2 3.1 inh: KCNH2 3.1 (human) potassium channel inhibition. activity change, % (tested at about 1.8 µM). AID 720553. 340,000 tested, 0.95% active. U2OS KCNH2 3.1, thallium flux FluxOr; stronger effect = lower value;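 active means maximum activity change below -70%; inconclusive means maximum activity change from -70% to -50%; inactive means maximum activity change above -50%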;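 further: thallium influx rate constant from kinetic fluorescence after stimulation buffer; on the % scale 0 is the no-effect control and ±100 the full control effect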
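FluxOr-based Tl+ influx in U2OS cells transduced with KCNH2 3.1 virus; rate constants normalized to DMSO controls.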
TRPV1 agonist: human TRPV1 agonism | activation, % at 8.33 µM | Q8NER1 | 320,000 tested, 0.19% active | TRPV1-expressing cells, Fluo-8 calcium influx, agonist mode; in the data active means activation above about 80%; inconclusive means between about 30% and that limit; further: 0% is about no effect
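Cells expressing TRPV1 were dye-loaded with Fluo-8 and read kinetically: 10 s baseline, 3 min after compound (agonist portion), then 2 min after EC20 capsaicin (allosteric enhancer portion). Calcium-bound dye fluorescence at 480/520 nm.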
* = called active by the depositor; ? = inconclusive; . = no result given; & = joins results of further samples; [ ] = remark or other dose. Unless noted, the call rests on the fitted dose curve; in most records, active means well fitted curve in the direction sought with a large enough effect; inconclusive means small, poorly fitted or top-dose-only effect, or another doubt; inactive means no such curve, though single readings can be large; an effect the other way counts as inactive or inconclusive. This is a random part of the collection. Share with any hit: about 2%.

SMILES | MBNL1-CUG inh | GALK inh | MLL CXXC-DNA inh | a7 integrin act | ASM inhibitor | AT treatment | Coupling enz | hERG WT inh | KCNH2 3.1 inh | TRPV1 agonist
Nc1c(C(=O)NCc2ccco2)c2nc3ccccc3nc2n1CCc1ccccc1F | 10.5% | 0.4% | 0.5% | -51.5%[inhibitor] | . | 14.4% | -14.9 | -0.7 | 9.6 | -1.9
COC(=O)[C@@H]1C[C@H]1[C@@H](NC(=O)c1ccccc1)c1ccccc1 | ? | . | -0.3% | 39.1% | -3.2% | 16.7% | 1.5&2.0 | . | . | 6.4
O=C(CC(=O)c1ccccc1)Nc1cc(C(F)(F)F)ccc1Cl | -7.1% | 0.3% | 1.4% | -4.8% | -2.5% | 3.4% | -8.2 | -0.7 | 5.6 | -4.2
CCOc1ccc(C2c3c(oc4cc(C)c(C)cc4c3=O)C(=O)N2CCCN(C)C)cc1OC (configuration not stated) | 0.1% | 1.0% | 4.0% | -15.6% | 6.8% | -1.9% | -1.7 | 3.9 | 2.9 | .
Cc1ccc(NC(=O)C2C(=O)N(CCO)C3(C)CC2c2ccccc2O3)cc1 (configuration not stated) | -4.5% | -1.9% | -6.1% | -18.4% | -5.6% | 2.3% | -18.3 | -13.1 | -2.1 | 1.9
COC(=O)c1ccc(NS(=O)(=O)c2cc3c4c(c2)C(C)C(=O)N4CCC3)cc1 (configuration not stated) | . | . | . | 12.7% | -1.1% | 6.9% | . | -10.3 | -7.4 | 2.2
Cc1ccc2sc(N(CCCN(C)C)C(=O)c3ccc(S(=O)(=O)N4CCc5ccccc5C4)cc3)nc2c1C | . | . | . | -45.9%[inhibitor] | -15.3% | -6.7% | . | 5.9 | 2.4 | 18.9
COc1ccccc1NC(=O)C1=C(C)NC(=O)NC1c1cccs1 (configuration not stated) | -5.5% | -1.1% | 3.1% | 7.3% | -4.4% | -3.8% | -1.4 | 0.5 | -3.8 | 11.3
CCN(CCS(=O)(=O)c1ccc(Cl)cc1)C(=O)Nc1ccccc1 | -11.6% | 5.8% | 2.3% | -10.3% | -1.1% | 0.4% | -1.8 | 1.3 | -6.2 | 10.6
CCOC(=O)CCCNC(=O)COC(=O)c1ccc(O)cc1 | -1.8% | -1.1% | 14.2% | 4.7% | 3.5% | -5.7% | 5.5 | 7.2 | -18.7 | -2.4
COc1ccccc1C(=O)NNC(=O)c1cccc(F)c1 | -11.1% | -1.1% | -1.5% | -8.4% | 0.4% | . | -7.7 | -7.0 | -8.3 | ?
CN(C(=O)CSc1nnc(-c2cccnc2)n1-c1ccccc1F)C1CCS(=O)(=O)C1 (configuration not stated) | -5.8% | -7.5% | -5.7% | -25.2% | 17.5% | 0.9% | 5.7 | -18.6 | 9.1 | -2.9
CCn1c(SCC(=O)N2CCC(C)CC2)nnc1-c1ccco1 | -4.9% | -0.6% | -0.6% | 10.6% | 3.2% | 5.3% | -0.1 | -16.9 | -3.2 | 0.1
COc1ccccc1C(=O)NNC1=C(C(=O)C(F)(F)F)CCC1 | 9.4% | -1.8% | 8.8% | -23.9% | -5.3% | 4.1% | -1.9 | 22.4 | 12.2 | 6.9
O=C(c1c(F)cccc1F)N1CCN(c2ncccn2)CC1 | 1.5% | -1.4% | 7.2% | 8.3%[7.66 µM] | -2.4% | 4.0% | 0.7 | 10.9 | -10.9 | 3.3
Cc1nn(-c2ccccc2)c2sc(C(=O)OCC(=O)N3CCCCC3)cc12 | -7.6% | 1.3% | -9.7% | 5.2% | 2.3% | -4.8% | 3.6 | -4.4 | 4.1 | 6.0
Clc1nc(Cl)nc(NCCC2=CCCCC2)n1 | -2.8% | 1.6% | 5.6% | -17.9% | 1.5% | -2.3% | -2.8 | -1.6 | -3.0 | -4.4
O=C(CNC(=O)c1ccccn1)N/N=C/c1ccccc1 | -4.5% | . | -2.1% | 5.6% | 0.3% | -3.7% | 2.5 | -1.6 | -2.1 | 1.0
COC(=O)[C@@H](NC(=O)NC(C)CCc1ccccc1)C(C)C (some centres not stated) | -1.2% | 0.1% | -4.0% | -12.5% | -0.2% | 9.3% | -0.9 | -13.1 | -5.9 | 2.0
Cc1ccc(S(=O)(=O)N2CCOCC2)cc1NC(=O)COC(=O)CNC(=O)c1ccc(C(C)(C)C)cc1 | -9.9% | 0.4% | -3.0% | -38.5% | 6.3% | 0.0% | 2.8 | 9.3 | -4.3 | ?
Cc1ccc(-c2ccc(/C=N/NC(=S)Nc3ccccc3)o2)cc1[N+](=O)[O-] | 11.1% | -2.7% | 10.2% | -5.0% | -19.6% | 9.8% | -3.1 | -8.5 | -23.7 | .
CC(C)(C)CC(=O)NC(=S)NCc1ccccc1 | -3.0% | 13.3% | 1.1% | ? | -1.0% | -2.3% | 3.3 | -20.0 | -1.9 | 22.6
COc1ccc2[nH]c(=O)c(CNc3ccccc3C)cc2c1 | ? | 11.6% | 6.8% | -22.1% | 87.3%[activator] | -1.4% | -27.4 | -6.2 | -20.2 | -6.5
COc1ccc(N(CC(=O)Nc2cccc(C)c2)S(=O)(=O)c2ccc(C)cc2)cc1OC | -2.8% | 6.1% | 9.2% | 0.0% | -4.4% | 0.3% | -0.4 | -5.5 | 3.5 | 6.0
CCOC(=O)c1ccc(NC(=O)CN2CCN(c3ccccc3)CC2)cc1 | 2.5% | -4.3% | 4.8% | 9.3% | -7.1% | -6.8% | -0.6 | -2.0 | 0.0 | 1.9
O=C(Nc1cccnc1)c1ccc(COc2ccccc2Br)cc1 | 4.9% | 1.5% | 21.4% | -55.5%[inhibitor] | 1.0% | -3.1% | -0.1 | -20.4 | ? | ?
CC(=O)Oc1ccc(Cl)cc1CN(C(C)=O)C1CCCCC1 | . | . | . | -20.8% | 2.2% | . | . | -0.6 | -7.1 | .
O=C(c1ccc2c(c1)OCO2)C1CCCN(C(=O)C2CCOCC2)C1 (configuration not stated) | 9.7% | 2.0% | 6.0% | -25.8% | -3.0% | 3.3% | -2.4 | 0.3 | 2.7 | 4.2
Cc1ccc2c(C)cc(=S)[nH]c2c1 | . | -1.3% | 14.5% | -16.9% | 1.2% | 3.9% | -0.9 | -11.7 | 6.1 | -1.7
Cc1cc2c(c(=O)n1CCN(C)C)C(c1ccncc1)C(C#N)=C(N)O2 (configuration not stated) | -3.3% | -4.2% | 10.3% | 15.9% | 5.5% | -7.2% | 1.5 | 20.9 | 9.2 | -3.7
Cc1ccc(CC2CC(=O)N(c3nc4ccccc4s3)C2=O)cc1 (configuration not stated) | -12.3% | -1.0% | -0.2% | 0.0% | -7.4% | -4.2% | 3.8 | . | 8.8 | 1.0
COc1ccc(Cc2nnc(SCC(=O)Nc3cc(Cl)ccc3OC)[nH]c2=O)cc1 | . | . | . | 11.9% | -8.7% | -2.1% | . | 5.9 | -0.1 | 2.6
Cc1ccc2c(c1)NC(=O)C(CC(=O)Nc1ccc(Br)c(C)c1)O2 (configuration not stated) | 3.8% | 0.5% | 13.2% | 9.0% | 2.0% | -13.2% | 3.2 | 4.8 | 0.0 | -0.7
CN(C)Cc1cc(C(C)(C)c2ccccc2)ccc1O | . | . | . | -23.8% | -0.9% | . | . | -0.6 | 8.5 | .
Cc1cc(NC(=O)Nc2ccccc2Cl)no1 | 5.4% | 6.1% | -11.8% | 16.4% | -0.5% | 11.7% | 0.3 | -2.0 | -1.4 | 2.5
Cc1ccc(OCC(=O)Oc2cccc(C)c2C)cc1 | 3.4% | -6.5% | -1.3% | -0.2% | -2.9% | -0.6% | -0.4 | 9.8 | -0.5 | 4.0
O=C(CCNS(=O)(=O)c1ccccc1C(F)(F)F)Nc1ccncc1 | . | . | . | ? | 2.5% | -0.4% | . | 4.1 | 2.6 | 2.0
O=c1c2ccccc2cnn1Cc1n[nH]c(=S)n1C1CC2CCC1C2 (configuration not stated) | -2.4% | 3.7% | -3.5% | -11.6% | 3.5% | -7.0% | 2.2 | 5.7 | -1.5 | -2.2
CC[C@@]1(C(=O)OC)N[C@H](CN(C)S(=O)(=O)c2ccc(OC)cc2)[C@@H]2C(=O)N(C)C(=O)[C@@H]21 | . | . | . | -13.6% | 1.4% | -11.3% | . | -2.5 | 4.9 | .
